# D1 potentiator – Potentiators of Human D1 Dopamine Receptor: qHTS; D(1A) dopamine receptor (Homo sapiens), P21728; hit rate 0.036% among 360,000; potentiation, % at 10 µM; HEK293 TREx D1 cells, calcium flux, dopamine EC20 potentiation; in the data active = potentiation above about 30%; note: 0% is about no effect
# Target sequence (P21728 whole entry, looked up): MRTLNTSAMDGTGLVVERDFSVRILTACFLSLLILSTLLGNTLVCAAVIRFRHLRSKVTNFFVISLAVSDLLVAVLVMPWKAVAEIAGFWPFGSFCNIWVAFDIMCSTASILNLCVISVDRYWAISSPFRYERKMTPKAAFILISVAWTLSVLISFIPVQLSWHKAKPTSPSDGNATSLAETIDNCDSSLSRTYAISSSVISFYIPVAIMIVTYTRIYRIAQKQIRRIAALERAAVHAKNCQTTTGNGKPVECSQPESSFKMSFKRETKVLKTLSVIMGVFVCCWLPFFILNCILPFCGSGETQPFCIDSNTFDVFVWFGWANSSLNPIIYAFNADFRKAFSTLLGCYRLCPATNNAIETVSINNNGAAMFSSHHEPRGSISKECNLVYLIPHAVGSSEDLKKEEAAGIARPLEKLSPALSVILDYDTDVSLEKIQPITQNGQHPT
# D2 PAM – HTS Assay for Positive Allosteric Modulators of the Human D2 Dopamine Receptor: Primary Screen for Potentiators; D(2) dopamine receptor (Homo sapiens), P14416; HEK293 T-REx D2, calcium flux, EC20 dopamine potentiation; potentiation, % at 10 µM; hit rate 0.34% among 340,000;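 active = potentiation over 3 SD above the plate norm, cut at about 30% in these data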; note: 0% is about no effect
# Target sequence (P14416 whole entry, looked up): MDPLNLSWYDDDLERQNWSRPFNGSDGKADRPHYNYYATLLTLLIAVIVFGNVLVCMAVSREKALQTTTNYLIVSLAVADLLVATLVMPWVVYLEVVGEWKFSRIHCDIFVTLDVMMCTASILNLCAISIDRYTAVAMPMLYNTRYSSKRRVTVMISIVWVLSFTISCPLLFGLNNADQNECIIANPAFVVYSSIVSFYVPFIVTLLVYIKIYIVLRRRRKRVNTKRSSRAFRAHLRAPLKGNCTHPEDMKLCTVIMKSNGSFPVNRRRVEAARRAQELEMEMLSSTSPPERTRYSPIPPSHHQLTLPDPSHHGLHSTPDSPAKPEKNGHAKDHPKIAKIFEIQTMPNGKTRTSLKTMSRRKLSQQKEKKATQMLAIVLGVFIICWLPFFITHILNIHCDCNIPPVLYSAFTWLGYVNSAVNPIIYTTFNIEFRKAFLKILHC
#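 Tetracycline-induced Hek293 Trex D2 cells, force-coupled to calcium, loaded with no-wash calcium dye. Compound added with 180 s kinetic read for agonism, then EC20 dopamine and a further 180 s read for potentiation.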
# TRHR enhancer – qHTS for Small Molecule Agonists and Allosteric Enhancers of Human TRH Receptor: Primary Screen for Enhancers; hit rate 0.66% among 360,000; enhancement, % at 2 µM; TRHR cells, fluo-8 calcium fluorescence, EC20 TRH enhancement; Thyrotropin-releasing hormone receptor (Homo sapiens), P34981; AID 493056, 2011; in the data active = enhancement above about 30%; note: 0% is about no effect
#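 Enhancer read-out: after compound pinning and an initial kinetic agonist-mode read, an EC20 of TRH (10 nM final) was injected and fluo-8 calcium signal (Ex 480/Em 530) followed at 1 s/cycle for 100 cycles in TRHR-expressing cells.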
# D1 ag – Allosteric Agonists of the Human D1 Dopamine Receptor: qHTS; D(1A) dopamine receptor (Homo sapiens), P21728; HEK293 T-REx D1 cells, calcium flux, agonist mode; activation, % at 2 µM; hit rate 1% among 360,000; note: 0% is about no effect
#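 Tetracycline-induced HEK293 TREx D1 cells, force-coupled to calcium signalling, were dye-loaded with a no-wash calcium kit. Compound was pin-added after a 10 s baseline. Fluorescence was read kinetically at 1 cycle/s for 180 s, with calcium rises flagged as agonism.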
# D2 antagonist – HTS Assay for Allosteric Antagonists of the Human D2 Dopamine Receptor: Primary Screen for Antagonists. D(2) dopamine receptor (Homo sapiens), P14416. inhibition, % at 10 µM. HEK293 TREx D2 cells, calcium flux, dopamine EC80. hit rate 2% among 340,000; in the data active = inhibition above about 30%; note: 0% is about no effect
#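 Antagonism is scored as inhibition of an EC80 dopamine-evoked calcium signal in a force-coupled, tetracycline-inducible HEK293 T-REx D2 line, with compound present 180 s before agonist.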
# D2 agonist – HTS Assay for Allosteric Agonists of the Human D2 Dopamine Receptor: Primary Screen for Agonists. D(2) dopamine receptor (Homo sapiens), P14416. AID 485358, 2010. hit rate 0.53% among 340,000. activation, % at 2 µM. HEK293 T-REx D2 cells, calcium flux agonist mode;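 active = activation over 3 SD above normal in the single-dose calcium agonist read, cut at about 30% in these data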; note: 0% is about no effect
#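 HEK293 Trex D2 cells, tetracycline-induced, o/n 30 C 5% CO2; no-wash Ca dye, RT 30–90 min; 10-cycle baseline, 23 nl cpd added, kinetic Ca read 180 s; agonist hits = positive Ca response.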
# D1 antagonist – Antagonist of Human D 1 Dopamine Receptor: qHTS; HEK293 TREx D1 cells, calcium flux, dopamine EC80; active compounds read low; D(1A) dopamine receptor (Homo sapiens), P21728; activity change, negative = inhibition, % at 10 µM; hit rate 3.2% among 360,000; AID 504652, 2011; in the data active = activity change below about -30%; note: % is set by controls: 0 for no effect and ±100 for the full control effect
#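 Cells carrying a force-coupled, tetracycline-inducible human D1 receptor report calcium flux. Each well gets a 10 s baseline, compound with 180 s monitoring, then an EC80 dopamine stimulus with a second 180 s kinetic read.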
# TRHR ag – qHTS for Small Molecule Agonists and Allosteric Enhancers of Human TRH Receptor: Primary Screen for Agonists; TRHR cells, calcium flux fluo-8, FDSS agonist mode; activation, % at 2 µM; hit rate 0.18% among 360,000; note: 0% is about no effect
#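 Agonist-mode FDSS calcium read (Ex 480/Em 530, 1 s cycles) in 1536-well TRHR cells with fluo-8 dye, after 10-cycle baseline and 23 nL compound addition; TRH at EC20 (10 nM final) added afterwards for the enhancer phase.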
# RXFP1 antag – qHTS Assay for Antagonists of the Relaxin Receptor RXFP1; Relaxin receptor 1 (Homo sapiens), Q9HBX9; HEK293-RXFP1, relaxin-stimulated cAMP HTRF, 30 min; active compounds read low; activity change, negative = inhibition, % at 57.5 µM; hit rate 0.59% among 350,000; AID 1259400, 2018;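 active = activity change of -60% or lower, but not beyond a set lower limit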; note: % is set by controls: 0 for no effect and ±100 for the full control effect
# Starred values were filed as active, the others as inactive; · = no result given. Cut-off read from the data, not from the text of the source, unless noted: active = activation above about 30%; inactive = the rest.
SMILES,D1 potentiator,D2 PAM,TRHR enhancer,D1 ag,D2 antagonist,D2 agonist,D1 antagonist,TRHR ag,RXFP1 antag
COc1cc(C)ccc1S(=O)(=O)N1CCCCCC1,-4.6,-6.2,2.8,1.1,-3.9,0.6,-21.8,-0.3,16.2
COc1ccc(NS(=O)(=O)c2cc(NC(=O)Cc3c(F)cccc3Cl)ccc2OC)cc1,·,1.9,-0.4,2.0,-17.9,0.0,-9.2,0.9,-12.1
CC1(C)CC(NC(=O)c2cc(S(=O)(=O)N3CCCCC3)ccc2Cl)CC(C)(C)N1,0.9,-8.3,-1.9,3.6,0.8,0.0,-18.7,0.5,-23.3
COc1ccc(O)c(/C=N/NC(=O)c2cc(=O)[nH]c3ccccc23)c1,-2.1,-6.8,-1.9,0.5,-0.6,0.5,-23.0,0.5,-8.1
c1ccc(CCn2nnnc2C(c2cccs2)N2CCOCC2)cc1 (stereo not drawn),-1.1,1.1,-6.0,1.4,-5.9,0.5,4.9,-0.2,0.5
COc1cc(C2Nc3cccc4cccc(c34)N2)ccc1OC(C)=O,-4.0,6.2,1.0,1.7,-4.4,-0.6,-23.8,-0.1,-12.3
O=C(Nc1ccncc1)c1ccc2c(c1)C(=O)N(C1CCCCC1)C2=O,-1.6,4.2,-3.6,7.0,-5.2,1.0,-8.8,0.8,-11.4
CN1CCC(OC(=O)Cc2ccc(Cl)cc2)CC1,-7.8,-9.1,-9.2,0.9,21.5,-0.3,-6.6,1.4,-10.5
CCOC(=O)N(C)S(=O)(=O)c1ccccc1[N+](=O)[O-],-4.4,3.4,-7.3,4.0,-22.4,3.4,-3.5,-1.3,-14.3
CC(=O)c1ccc(NS(=O)(=O)c2ccc(CC(C)C)cc2)cc1,-16.8,27.0,-4.4,40.4*,-0.4,0.4,0.8,0.0,-10.9
CSc1ccc(C(=O)C2CCCN(C(=O)c3nonc3C)C2)cc1 (stereo not drawn),-5.7,-5.0,1.3,6.3,11.6,-1.0,-16.1,-0.1,6.6
O=S(=O)(NCc1cccs1)c1cccc2cccnc12,-2.5,-7.2,1.4,7.4,-12.4,-0.6,3.5,-0.3,-4.7
O=C(Nc1cccc(NC(=O)c2cccnc2)c1)c1cccnc1,-3.2,-1.2,-1.7,1.4,-5.7,1.4,-8.9,0.9,-13.5
CCCCN(C(=O)c1cc2ccccc2o1)c1c(N)n(CCCC)c(=O)[nH]c1=O,-0.5,-9.0,-2.5,3.5,-3.6,-0.3,-0.6,0.4,-13.8
O=C1CCCCC1C(O)c1ccc(Cl)cc1 (stereo not drawn),-12.1,2.8,1.2,0.9,-9.0,-0.7,-73.8*,-0.1,·
O=C(CSc1nnc(-c2ccncc2)n1CC1CCCO1)Nc1nccs1 (stereo not drawn),-3.7,-1.2,-2.2,0.8,19.7,0.5,-1.1,1.1,17.6
COc1ccc(N2CCN(S(=O)(=O)CCNC(=O)Cc3ccc([N+](=O)[O-])cc3)CC2)cc1,-15.1,2.8,2.5,8.8,-18.3,-1.0,-19.3,-0.2,-8.2
O=C(c1cc2ccccc2o1)N1CC=C(c2ccccc2)CC1,3.5,-15.7,-2.1,1.1,46.1*,58.5*,2.6,-0.2,-19.9
Cc1ccc(CN2CCN(CC(=O)N/N=C/c3c[nH]c4ccccc34)CC2)cc1,-3.8,-18.3,4.5,0.6,-6.2,1.0,0.8,-0.7,-9.1
CCn1cc(/C=C(\NC(=O)c2ccccc2F)C(=O)NCCCn2ccnc2)c2ccccc21,-4.3,1.8,-1.7,2.3,-1.5,-0.1,-3.0,-0.2,19.6

# Reformatted with values under each structure: entries from further up.
# Second line of a record: D1 potentiator	D2 PAM	TRHR enhancer	D1 ag	D2 antagonist	D2 agonist	D1 antagonist	TRHR ag	RXFP1 antag
> COc1ccc(N2CCN(S(=O)(=O)CCNC(=O)Cc3ccc([N+](=O)[O-])cc3)CC2)cc1
  -15.1	2.8	2.5	8.8	-18.3	-1.0	-19.3	-0.2	-8.2
> O=C(Nc1cccc(NC(=O)c2cccnc2)c1)c1cccnc1
  -3.2	-1.2	-1.7	1.4	-5.7	1.4	-8.9	0.9	-13.5
> CSc1ccc(C(=O)C2CCCN(C(=O)c3nonc3C)C2)cc1 (stereo not drawn)
  -5.7	-5.0	1.3	6.3	11.6	-1.0	-16.1	-0.1	6.6
> CCn1cc(/C=C(\NC(=O)c2ccccc2F)C(=O)NCCCn2ccnc2)c2ccccc21
  -4.3	1.8	-1.7	2.3	-1.5	-0.1	-3.0	-0.2	19.6

# Continuation:
SMILES,D1 potentiator,D2 PAM,TRHR enhancer,D1 ag,D2 antagonist,D2 agonist,D1 antagonist,TRHR ag,RXFP1 antag
CC(=O)c1cnn(-c2cc(Oc3cccc(C)c3)ncn2)c1C,-1.4,-14.3,-5.7,1.3,-10.1,0.6,-8.2,0.0,-19.6
CC(NC(=O)CCNS(=O)(=O)c1cccc2nonc12)c1ccccc1 (stereo not drawn),-7.0,12.3,8.7,2.2,-7.4,-0.3,-18.5,-0.9,6.3
O=C(COC(=O)/C=C/c1ccco1)NCc1ccccc1,0.6,1.1,-2.2,-1.9,-15.7,0.1,-0.6,-1.5,4.3
COc1cccc(CNC(=O)C2CCCN(S(=O)(=O)c3ccc4c(ccn4C)c3)C2)c1 (stereo not drawn),-2.3,-7.0,2.0,4.4,·,·,-24.3,0.0,-5.6
O=C(Nc1ccc(O)cc1C(=O)O)c1ccc(NC(=O)c2ccco2)cc1,-0.2,28.5,13.7,7.1,45.8*,0.6,-6.5,-0.1,0.3
CCCCN(CC)CCNC(=O)c1cc2c(=O)[nH]c3ccc(C)cc3c2s1,-2.6,-10.6,-0.5,3.2,7.1,1.0,3.1,-0.1,-27.6
Cc1cc(C(F)(F)F)n(-c2nc(C(=O)NN)cs2)n1,-4.2,4.5,1.2,-0.3,0.9,1.5,-1.3,0.1,0.7
Cc1ccc2c(c1)Sc1c(ccc3ccccc13)N2,-3.5,-11.7,-4.5,5.4,-3.7,1.7,-9.5,3.6,2.0
CC(=O)Cc1nsc(Nc2ccccc2)n1,12.8,-3.8,-2.4,-0.6,-2.0,-0.1,0.4,-0.1,3.4
CC(=O)Cc1nsc(Nc2ccc(F)cc2)n1,-6.3,-0.6,0.1,1.0,15.8,0.3,5.0,0.1,-0.4

# Some values from the results shown.
# Value of COc1ccc(O)c(/C=N/NC(=O)c2cc(=O)[nH]c3ccccc23)c1 under D1 antagonist: -23.0
# Value of O=C(c1cc2ccccc2o1)N1CC=C(c2ccccc2)CC1 under D1 ag: 1.1

# More results follow.
SMILES,D1 potentiator,D2 PAM,TRHR enhancer,D1 ag,D2 antagonist,D2 agonist,D1 antagonist,TRHR ag,RXFP1 antag
CCOC(=O)CNC(=S)N(CCCN1CCCCCC1)Cc1cccs1,-6.3,-23.3,-6.8,3.1,24.8,-0.7,-23.5,0.1,-8.9
Cc1c(C(=O)Nn2cnnc2)oc2ccccc12,-0.5,17.7,12.8,1.3,0.0,-0.2,0.4,-0.9,-8.2
CCOC(=O)Cn1c(=O)n(C2CCCCC2)c2nc(-c3cccc(F)c3)nc(C(N)=O)c21,-1.7,-5.1,-0.9,-0.2,·,0.7,4.8,0.3,·
C=CCNC(=O)CSc1nc2sc(C)c(C)c2c(=O)[nH]1,-1.9,1.5,4.4,3.2,-9.9,-2.2,-4.5,0.0,·
CCOC(=O)N1CCC(NC(=O)CC2C(=O)NCCN2Cc2ccc(C)cc2)CC1 (stereo not drawn),-4.2,-4.6,-4.0,3.4,-4.5,0.1,11.5,0.5,-4.4
CCOC(=O)N1CCN(C(=O)c2ccc3ccccc3c2)CC1,-4.5,-4.4,-1.4,2.2,-1.0,0.1,3.4,-0.3,2.7
CC(C)OC(=O)c1nnn(-c2nonc2N)c1CSc1ccccn1,-3.0,9.3,4.2,5.0,8.9,-0.7,1.4,-0.3,-8.9
CN(C)S(=O)(=O)c1cccc(NC(=O)COC(=O)COc2ccc(Br)cc2)c1,-7.5,-4.9,-2.2,6.9,-8.3,0.4,-13.4,-0.2,5.0
O=C(CNC(=O)c1ccc(Cl)cc1)NC1CCCCC1,11.3,3.4,-4.0,0.8,6.9,-0.4,-9.6,-0.2,-1.7
CC(C(=O)OCC(=O)c1ccccc1)N1C(=O)C2C3CCC(C3)C2C1=O (stereo not drawn),0.9,3.1,2.2,4.0,-4.8,0.3,-14.1,0.0,-4.6
CCc1c(C)nc(SCC(=O)N2CCCCC2)[nH]c1=O,12.7,-11.9,20.7,3.4,14.9,0.1,4.7,0.1,-9.1
O=C(c1cc(C2CC2)nn1-c1ccccc1)N1CCN(Cc2c(F)cccc2Cl)CC1,-7.1,-12.3,-4.3,9.0,-16.4,-1.7,20.0,-0.8,-6.4
COCc1cc(CNC(=O)C2CCC(=O)N(Cc3cccc(OC)c3)C2)[nH]n1 (stereo not drawn),-4.1,·,3.1,6.7,·,·,4.5,0.1,-1.1
COc1ccc(S(=O)(=O)N(CC(=O)NCc2ccccn2)Cc2ccccc2)cc1,-2.8,3.7,-6.8,0.5,-9.8,0.8,4.4,0.8,0.1
Cc1ccccc1NC(=S)NCCc1ccc(S(N)(=O)=O)cc1,-8.4,-4.5,3.7,1.5,-6.4,-1.5,7.2,0.2,-1.7
O=C(NC1CCCC1)c1cc(COc2ccc3ncccc3c2)on1,-7.8,·,0.0,15.8,·,·,-20.9,0.3,5.9
O=c1oc2ccccc2cc1-c1csc(Nc2ccc(O)cc2)n1,-2.7,2.5,3.8,3.9,-5.7,1.9,-7.8,0.0,-97.0*
CC(C)NS(=O)(=O)c1ccc2c(c1)oc(=O)n2C,-1.6,-0.3,-1.2,1.3,13.2,-0.2,-4.2,0.2,22.0
Cc1c(C(=O)N2CCN(C3CCS(=O)(=O)C3)CC2)oc2c(F)cccc12 (stereo not drawn),-2.4,11.0,17.3,0.5,4.8,0.0,-6.3,0.6,-20.6
O=C1c2ccccc2-c2c1cccc2C(=O)N1CCCCC1,-2.6,-0.9,-3.0,-2.6,-4.7,1.1,4.8,-0.7,-8.7
COc1ccc(C2=NS(=O)(=O)N(C)C(C(=O)Nc3ccc(OC)c(OC)c3)=C2)cc1,-11.7,-19.8,0.8,1.6,55.7*,-0.1,-34.1*,-0.1,-3.0
Cc1cccc(N(C(=O)c2snc(C(N)=O)c2N)C(C)C(=O)NCC2CCCO2)c1 (stereo not drawn),-5.8,8.6,4.2,-0.2,6.6,0.4,-7.2,0.0,-8.5

# Source: PubChem
